4MU fluor: 4-MU region autofluorescence; compound autofluorescence, 340/450 nm, 4-MU equivalents; hits give high values; max dye-equivalent concentration, M; 59,000 compounds, 11% hits; AID 589; in the data active = max dye-equivalent concentration above about 10 nM; inconclusive = mostly about 1.1 nM to 9.6 nM
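Compounds in 100 mM Tris, pH 8.0, incubated 15 min at room temperature, then fluorescence read at 340 nm excitation/450 nm emission. Signal converted to 4-MU dye-equivalent concentration using an on-plate six-point 4-MU standard curve.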
Hsp90 Hop PPI: changes Hsp90-Hop TPR2A binding signal, up or down. AlphaScreen TPR2A-His6 binding biotin-Hsp90 C-terminal peptide. Potency, µM (highest dose often 57 µM), for the others: top-dose activity change, negative = inhibition. 71,000 compounds, 0.44% hits. AID 595; active = well fitted curve in either direction with a large enough effect; inconclusive = small, poorly fitted or top-dose-only effect, or another doubt; note: potency is the fitted concentration of half-maximal effect; % is set by controls: 0 for no effect and ±100 for the full control effect; many of its hits are not listed in these tables
Texas Red fluor: compound fluoresces in the Texas Red spectral region | Compound fluorescence, Texas Red channel, 547/618 nm; hits give high values | max dye-equivalent concentration, M | AID 587 | 59,000 compounds, 0.06% hits; in the data active = max dye-equivalent concentration above about 10 nM; inconclusive = between about 1.1 nM and that limit
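Fluorescence at ex 547/em 618 nm, normalized against an on-plate Texas Red standard series to give dye-equivalent concentration per compound concentration. Buffer 100 mM Tris, pH 8.0; 15 min RT incubation before CCD imaging.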
DNA Pol III inh: inhibitors of bacterial DNA polymerase III holoenzyme; AID 603; 71,000 compounds, 0.25% hits; reconstituted DNA polymerase III holoenzyme replication, biochemical; Potency, µM (highest dose often 57.1 µM), for inactives: at the highest dose activity change, negative = inhibition; note: potency is the fitted concentration of half-maximal effect; % is set by controls: 0 for no effect and ±100 for the full control effect
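Reconstituted *E. coli* holoenzyme (0.35 nM Pol III, 1 nM beta, 154 nM SSB, 2 nM primase) was preincubated with compound for 15 min at RT. Synthesis on 1.4 nM ssM13Gori ran 35 min, then was stopped with PicoGreen/EDTA and read as dsDNA fluorescence.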
GFP derepression: epigenetic modulators derepressing GFP locus in mouse cells. mouse C127i GFP locus derepression, cytometry, 30 h. Potency, µM (top dose mostly 46.1 µM), for inactives: top-dose GFP derepression (activation). 68,000 compounds, 0.09% hits; note: % of control where 0% means no effect
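Locus derepression in mouse mammary C127i cells whose integrated CMV-GFP reporter is normally silent; GFP expression after 30 h compound treatment was quantified by counting fluorescent cells.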
Fluorescein autfl: fluorescein region autofluorescence | Compound autofluorescence, 480/540 nm, fluorescein-equivalent; hits give high values | max fluorescein-equivalent concentration, M | 59,000 compounds, 0.91% hits; in the data active = max fluorescein-equivalent concentration above about 10 nM; inconclusive = between about 1.1 nM and that limit
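Autofluorescence profiling; 100 mM Tris, pH 8.0; incubation 15 min at RT; ex/em 480/540 nm; result as fluorescein-equivalent concentration.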
ALOX15 inhib: inhibitors of human 15-lipoxygenase (ALOX15) | P16050 | purified 15hLO-1, xylenol orange hydroperoxide absorbance | Potency, µM (top dose mostly 57.1 µM), for inactives: at the highest dose activity change, negative = inhibition, usual class: inhibitors | 74,000 compounds, 1.4% hits; note: potency is the fitted concentration of half-maximal effect; % is set by controls: 0 for no effect and ±100 for the full control effect; nearly all actives have a fitted effect of over 55% in size
Target sequence (P16050 whole entry, looked up): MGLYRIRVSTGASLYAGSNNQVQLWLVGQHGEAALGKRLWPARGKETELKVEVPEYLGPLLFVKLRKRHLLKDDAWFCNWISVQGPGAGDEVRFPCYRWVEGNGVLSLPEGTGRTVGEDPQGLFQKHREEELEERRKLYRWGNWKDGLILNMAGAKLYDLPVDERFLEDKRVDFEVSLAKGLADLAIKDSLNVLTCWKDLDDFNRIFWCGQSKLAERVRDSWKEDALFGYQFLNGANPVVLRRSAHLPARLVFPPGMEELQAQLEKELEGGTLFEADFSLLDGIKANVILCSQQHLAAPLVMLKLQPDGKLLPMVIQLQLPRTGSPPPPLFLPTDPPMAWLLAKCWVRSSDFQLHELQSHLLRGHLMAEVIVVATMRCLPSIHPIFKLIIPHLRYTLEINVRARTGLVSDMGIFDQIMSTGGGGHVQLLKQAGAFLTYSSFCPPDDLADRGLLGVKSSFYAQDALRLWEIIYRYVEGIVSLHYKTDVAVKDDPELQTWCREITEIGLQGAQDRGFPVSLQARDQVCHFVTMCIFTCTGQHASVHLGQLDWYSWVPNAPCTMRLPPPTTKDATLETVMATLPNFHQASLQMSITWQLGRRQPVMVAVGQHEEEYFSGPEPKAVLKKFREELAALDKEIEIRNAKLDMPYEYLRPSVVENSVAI
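Purified human 15hLO-1 (40 nM final) in 25 mM Hepes pH 7.5, 0.01% Triton X-100 was preincubated with compound 15 min at room temperature, then reacted 6 min with 50 uM arachidonic acid; hydroperoxide detected by Fe-XO, 573/405 nm absorbance ratio.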
Rhodamine autofl: compound autofluorescence in rhodamine spectral region | 59,000 compounds, 0.05% hits | Rhodamine-region fluorescence, 547/598 nm, Tris buffer; hits give high values | AID 594 | max dye-equivalent concentration, M; in the data active = max dye-equivalent concentration above about 11 nM; inconclusive = between about 1.1 nM and that limit
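A six-point rhodamine series on each plate calibrates the signal. Compounds sit in 100 mM Tris (pH 8.0) for 15 min at ambient temperature before imaging through 547 nm/598 nm filters.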
Ub-GFP proteasome: ubiquitin-GFP accumulation via proteasome inhibition. 67,000 tested, under 10 active. Ubiquitin-GFP reporter cells, proteasome inhibition, GFP fluorescence; response scale: untreated = 0%, 10 µM MG-132 = 100%. Potency, µM (highest dose often 45.9 µM), inactives show at the highest dose activation (GFP accumulation), hits mostly activators; active = well fitted activation curve with a large enough effect, not every such curve was filed as active; inconclusive = small, poorly fitted or top-dose-only effect, or another doubt; inactive = no such curve, though single readings can be large or run the other way; note: potency is the fitted concentration of half-maximal effect
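Proteasome block read as GFP accumulation: ubiquitin(G76V)-GFP U2OS cells exposed to compound (2.9 nM–46 uM) for 4 hr at 37 C. Normalization used untreated cells as 0% and 10 uM MG-132 as 100%; concentration-response curves fitted.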
HADH2 inhib: blocks human hydroxyacyl-CoA dehydrogenase type II; Potency, µM (titrated, usually from 57.1 µM), for the others: top-dose activity change, negative = inhibition, hits mostly inhibitors; recombinant HADH2, NADH fluorescence, beta-hydroxybutyryl-CoA; 73,000 compounds, 3.4% hits; note: potency is the fitted concentration of half-maximal effect; % is set by controls: 0 for no effect and ±100 for the full control effect; nearly all actives have a fitted effect of over 60% in size; many of its hits are not listed in these tables
Target sequence (Q99714 whole entry, looked up, one chain of several): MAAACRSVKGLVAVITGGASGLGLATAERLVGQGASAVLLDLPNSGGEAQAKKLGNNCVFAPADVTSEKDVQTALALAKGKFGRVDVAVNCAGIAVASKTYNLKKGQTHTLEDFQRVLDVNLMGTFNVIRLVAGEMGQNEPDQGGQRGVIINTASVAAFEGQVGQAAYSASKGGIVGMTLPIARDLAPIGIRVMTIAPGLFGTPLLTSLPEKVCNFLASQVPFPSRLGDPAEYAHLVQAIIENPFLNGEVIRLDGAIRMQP
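Read-out: 360 nm excitation, 450 nm emission, kinetic over 4 min. Conditions: His-tagged human HADH2 20 nM, pH 9.0 Tris with Tween-20, 1 mM NAD+, 90 uM beta-hydroxybutyryl-CoA.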
HBB splicing: alters splicing of the hemoglobin beta chain | Potency, µM (doses to about 46.1 µM), for inactives: at the top dose activation, most hits filed as activators | 65,000 compounds, 0.06% hits | HBB splicing reporter cell assay, activation; EGFP reporter with mutant IVS2-654 intron; response scale: normalised to 500 nM splice-correcting PNA; note: potency is the fitted concentration of half-maximal effect; 0% is about no effect
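Compounds were applied for 2 days to HeLa EGFP-654 cells, 500/well in Optimem with 2% FCS. The reporter's EGFP is disrupted by mis-splicing of beta-globin intron IVS2-654. Readout: summed well GFP fluorescence from 488 nm laser scanning; reference was 500 nM antisense […] 654 PNA.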
* marks the source's active call; other numbers are inactive results; i = inactive; ? = inconclusive; / = not tested or not shown; & = joins results of further samples; ! = a repeat was not active; [ ] = remark or other dose. Unless noted, calls come from the whole dose curve; as a rule, active = well fitted curve in the direction sought with a large enough effect; inconclusive = small, poorly fitted or top-dose-only effect, or another doubt; inactive = no such curve, though single readings can be large; an effect the other way counts as inactive or inconclusive. Only part of the results is shown. The share of hits here may be higher or lower than overall.

Values run as follows: 4MU fluor	Hsp90 Hop PPI	Texas Red fluor	DNA Pol III inh	GFP derepression	Fluorescein autfl	ALOX15 inhib	Rhodamine autofl	Ub-GFP proteasome	HADH2 inhib	HBB splicing
COc1ccc2c(OC)c3ccoc3nc2c1OC
 : 1.6e-08M*	-1%	?	-18%	-2%[9.22 µM]	1e-08M*!	-2%&8%[25.6 µM]	i	4%	?	1.2%[20.6 µM]
CC(NC(=O)COc1cccc(Br)c1)C(=O)O (stereo unspecified)
 : i	2%	i	1%	-2%	i	-2%	i	12%	?	-0.6%
Cc1cc(C)c2c(CC(=O)Nc3nccs3)coc2c1
 : ?	-4%	?	-1%	2%	?	-1%	i	10%	3%	2.8%
CCCCn1c(CCNC(=O)c2cccs2)nc2ccccc21
 : i	-3%	i	-1%	2%	?	2%	i	-7%	17%	-0.4%
Cc1ccc(NC(=O)CSc2nnc(-c3ccco3)c(-c3ccco3)n2)cc1
 : i	/	i	/	0%[20.6 µM]	?	/	i	/	/	/
CC(=O)Nc1ccc2c(c1)C(=Nc1ccc(C(=O)O)cc1)c1ccccc1-2
 : i	-2%[11 µM]	i	-12%[11.4 µM]	-3%[9.22 µM]	i	-2%[11.4 µM]	i	-3%[9.17 µM]	-2%[11.4 µM]	0.7%[9.22 µM]
O=C(Nc1cnc2ccccc2c1)N1CCOCC1
 : ?	-10%	i	-1%	3%	i	8%	i	-6%	-2%	/
Cc1cc(N2CCN(C)CC2)nc2ccc(NC(=O)CCC(=O)NCc3ccco3)cc12
 : 4.3e-07M*	-4%	i	-8%	0%	i	4%	i	-3%	32µM*	-1.6%
CCOC(=O)c1ccc(NC(=O)Nc2ccc(S(N)(=O)=O)cc2)cc1
 : i	-1%	i	0%	10%	?	-2%	i	2%	5%	5.3%
O=C(C1=COCCO1)N1CCN(C(c2ccccc2)c2ccccc2)CC1
 : i	-1%	i	1%	0%	i	-6%	i	-6%	-18%	3.2%[57.5 µM]
COc1ccc(-c2nnc(SC(=O)N3c4ccccc4Sc4ccccc43)o2)cc1
 : /	-12%[11 µM]	/	-5%[11.4 µM]	2%	/	3.2µM*	/	15%[9.17 µM]	?	-0.6%[0.0738 µM]
COC(=O)c1cccc(COC(=O)c2ccccc2NC(=O)c2ccco2)c1
 : i	?	i	8%	0%	i	-1%	i	-3%	-20%	0.5%
Cc1ccccc1-c1cc(Nc2ccc(F)cc2)ncn1
 : i	2%	i	-4%	2%[9.22 µM]	?	-3%	i	-7%	4%	-0.9%
CC(=O)Nc1ccc(S(=O)(=O)NCc2cn3c(C)csc3n2)cc1
 : i	-2%	i	-2%	0%	i	2%	i	11%	-4%	-0.5%
CCn1c(=O)cc(OCC(=O)N2CCCCCC2)c2ccccc21
 : i	2%	i	-6%	-1%	i	-2%	i	2%	8%	-1.1%
CCn1c(SCC(=O)Nc2nonc2C)nnc1-c1ccco1
 : i	-1%	i	-7%	-1%	i	1%	i	2%	-4%	-1.0%
O=C1NC(=O)c2cc([N+](=O)[O-])ccc21
 : /	0%	/	4%	/	/	-14%	/	/	-8%	0.2%
Cc1cc(C)n(-c2nc3c(c(=O)[nH]c(=O)n3C)n2Cc2ccccc2)n1
 : i	-2%	i	-5%	-1%	?	-6%	i	0%	4%	-1.9%
O=S(=O)(NC1CCCC1)c1cccc(S(=O)(=O)N2CCC(n3nnc4ccccc43)CC2)c1
 : i	5%	i	15%	-3%	i	-7%	i	0%	3%	/
O=C(COc1cc(=O)n2c(n1)SCCC2)c1ccccc1
 : /	-3%	/	-2%	-2%	/	5%	/	6%	1%	-0.3%[9.22 µM]
CCn1c(SCC(=O)Nc2nnc(C)s2)nnc1-c1ccncc1
 : i	-2%	i	-6%	-2%	i	5%	i	1%	-4%	/
Cc1ccc(C(=O)NCC(C)(C)O)cc1
 : ?	/	i	/	0%[20.6 µM]	i	/	i	/	/	/
CCc1nc(NCCCn2ccnc2)c2oc3ccccc3c2n1
 : i	-7%	i	1%	2%	i	26%	i	-4%	3%	10%[0.369 µM]
CCOc1cc(-c2ccc3c(c2)OCO3)cc(=O)c2c(C)oc(C)c12
 : i	-8%	i	-3%	-2%	i	-13%	i	3%	?	-0.2%[57.5 µM]
O=C(O)Cc1cccc2ccccc12
 : /	-14%	/	-4%	/	/	6%	/	/	2%	0.7%
CN(C)S(=O)(=O)c1cccc(C(=O)N2CCc3ccccc32)c1
 : i	-10%	i	-4%	0%	i	8%	i	10%	-1%	1.1%
COc1ccc(S(=O)(=O)Cc2ccc(C(=O)N3CCN(C4CCCCC4)CC3)o2)cc1
 : /	-1%	/	-6%	0%	/	2%	/	2%	2%	0.1%
COc1ccccc1-c1nc(N(C)Cc2ccco2)c2ccccc2n1
 : i	-5%	i	-3%	-5%[9.22 µM]	?	-22%	i	12%	-28%	-2.4%
COC(=O)[C@@H](N)Cc1ccc(O)cc1
 : i	/	i	/	6%[20.6 µM]	i	/	i	/	/	/
Cc1cccc(C)c1NS(=O)(=O)c1ccc(F)cc1
 : i	-3%	?	-3%	-1%	i	3%	i	4%	-2%	/

(further entries)
Compound	4MU fluor	Hsp90 Hop PPI	Texas Red fluor	DNA Pol III inh	GFP derepression	Fluorescein autfl	ALOX15 inhib	Rhodamine autofl	Ub-GFP proteasome	HADH2 inhib	HBB splicing
O=C(Cn1c(-c2cncs2)nc2ccccc21)NC1CCCC1	i	-3%	i	-3%	0%	i	18%	i	0%	3%	/
C=C(C)Cc1c(C)nc(-c2ccccc2)[nH]c1=O	/	-1%	/	-2%	0%	/	9%	/	-9%	-2%	-2.8%
O=C(c1ccc(Cl)cc1)N1CCN(c2nc(N3CCCCC3)nc(N3CCCCC3)n2)CC1	/	-5%[11 µM]	/	-2%[11.4 µM]	-4%	/	0%[11.4 µM]	/	-8%[9.17 µM]	62%[activator][11.4 µM]	-2.3%[0.0738 µM]
c1ccc(Nc2nn[nH]n2)cc1	i	1%	i	-2%	2%	?	2%	i	-3%	1%	0.3%[57.5 µM]
COc1cccc(Cn2c(=O)c(CCc3ccccc3)nc3cnc(N(C)C)nc32)c1	2.2e-08M*	?	i	5%	8%[9.22 µM]	i	-6%	i	-5%	9%	1.8%
O=C(CSc1nnc(CNC(=O)c2ccccc2F)o1)NCC1CCCO1 (stereo unspecified)	i	-2%	i	2%	6%	i	-3%	i	7%	1%	0.2%
O=C1CC(C(=O)NCc2ccccc2)C2(CCCC2)O1 (stereo unspecified)	i	-2%	i	-6%	0%	i	3%	i	5%	-7%	/
CN(C)C(=O)C12CCC(C)(c3nc4ccccc4nc31)C2(C)C (stereo unspecified)	i	-4%	i	-3%	-3%	?	9%	i	10%	2%	4.5%
O=C(OCc1nnc(-c2ccccc2)o1)c1cc(=O)c2ccccc2o1	i	-8%	i	-5%	0%	i	3%	i	0%	-1%	0.5%
Cc1ccc(S(=O)(=O)N2CCC(C(=O)Nc3nnc(COc4ccccc4)s3)CC2)cc1	i	1%	i	7%	0%	?	9%	i	8%	9%	-0.1%[57.5 µM]
COc1cccc(C2/C(=C(\O)c3ccc4c(c3)OCO4)C(=O)C(=O)N2CCN(C)C)c1OC (stereo unspecified)	i	2%	?	3%	0%	?	2%	i	0%	-10%	-0.6%
